CASP6 VEID inh – human caspase-6 inhibitors, primary screen, biochemical, VEID-R110 fluorescence, single point, set 2; purified caspase-6, Z-VEID-R110 cleavage fluorescence; 350,000 tested, 0.53% active; inhibition, % at 12.5 µM; AID 686996, 2013;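 active = mean inhibition across replicates at least about 35%, with every replicate also reaching that limit, limit read from the data; inconclusive = only one of the two criteria met; inactive = neither criterion met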;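 note: 0% = median of neutral control wells and 100% = no fluorescence left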
Target sequence (P55212 24-179 limits assumed): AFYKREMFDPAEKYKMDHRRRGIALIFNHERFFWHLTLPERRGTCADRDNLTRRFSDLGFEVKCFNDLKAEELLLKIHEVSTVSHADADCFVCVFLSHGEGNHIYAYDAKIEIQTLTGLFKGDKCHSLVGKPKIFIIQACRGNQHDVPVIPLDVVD
Target sequence (P55212 194-293 limits assumed): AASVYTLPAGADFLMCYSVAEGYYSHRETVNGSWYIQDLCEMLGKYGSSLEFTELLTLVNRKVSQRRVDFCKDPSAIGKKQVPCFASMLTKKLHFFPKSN
RAD54 inh – inhibitors of human RAD54 branch migration, primary screen, biochemical, fluorescence, single point; DNA repair and recombination protein RAD54-like (Homo sapiens), Q92698; RAD54 Holliday junction branch migration, FAM/BHQ fluorescence; inhibition, % at 10.4 µM; 360,000 tested, 0.14% active; AID 602329, 2012;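 active = mean normalized replicate activity at least 40 and at least half of replicates scoring 40 or more; inconclusive = only one of the two criteria met; inactive = mean below 40 and under half of replicates reaching 40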;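 note: 0% = median of neutral control wells and 100% = median of positive control wells; inhibitors cause a drop in the FAM fluorescence signal; in these data hits start at about 50%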
Target sequence (Q92698 whole entry, looked up): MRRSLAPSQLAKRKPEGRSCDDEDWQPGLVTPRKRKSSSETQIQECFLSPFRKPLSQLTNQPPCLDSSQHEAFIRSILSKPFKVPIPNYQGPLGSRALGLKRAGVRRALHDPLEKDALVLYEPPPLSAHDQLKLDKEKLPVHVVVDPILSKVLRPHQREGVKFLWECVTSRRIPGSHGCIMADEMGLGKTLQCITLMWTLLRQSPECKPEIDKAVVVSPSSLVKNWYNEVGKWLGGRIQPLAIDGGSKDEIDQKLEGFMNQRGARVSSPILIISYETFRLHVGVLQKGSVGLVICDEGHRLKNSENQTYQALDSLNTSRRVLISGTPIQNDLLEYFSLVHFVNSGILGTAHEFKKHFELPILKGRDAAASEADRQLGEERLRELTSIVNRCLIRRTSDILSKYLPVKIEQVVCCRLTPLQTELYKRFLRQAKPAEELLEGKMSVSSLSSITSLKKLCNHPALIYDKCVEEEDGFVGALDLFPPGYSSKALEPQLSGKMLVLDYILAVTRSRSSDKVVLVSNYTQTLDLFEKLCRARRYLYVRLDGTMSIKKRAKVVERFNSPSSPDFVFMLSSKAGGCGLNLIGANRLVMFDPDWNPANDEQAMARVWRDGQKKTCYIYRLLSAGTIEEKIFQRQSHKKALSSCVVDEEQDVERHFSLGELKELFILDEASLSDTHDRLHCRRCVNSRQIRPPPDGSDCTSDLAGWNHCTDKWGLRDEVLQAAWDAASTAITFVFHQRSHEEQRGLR
E-sel inducer – E-selectin induction in HUVECs, primary screen, imaging, HUVEC, immunofluorescence imaging, single point; normalized: neutral wells 0, TNF-alpha wells 100; 260,000 tested, 0.37% active; activation, % at 7.58 µM;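 active = mean E-selectin-positive cell signal at least 10% of the positive control, reached in at least 60% of replicates, without over 20% cell loss; inconclusive = no rule given, readout overlaps actives, possibly toxicity-flagged; inactive = the rest, including those meeting only one limit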;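 note: in these data hits start at about 27%; measured in HUVEC primary endothelial cells; signal is the percent of cells scored E-selectin positive by PE staining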
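Material: HUVEC primary endothelial cells; Amount: 3,000 cells per well; Dosing: single concentration; Medium: EGM-2 growth medium on 0.1% gelatin-coated wells; Read-out basis: percent E-selectin-positive cells; Signal: immunofluorescence imaging; Control set: TNF-alpha, DMSO.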
INS-1E GSIS act – GLuc luminescence reporter in INS-1E cells, primary screen for activators of glucose-dependent secretion of insulin | INS-1E GLuc reporter insulin secretion, 2-3 h | activation, % at 16.6 µM | 370,000 tested, 0.61% active | AID 743287, 2014;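 active = lowest replicate activation of at least 40%, so every replicate reaches that level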;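 note: 0% = median of neutral control wells and 100% = median of IBMX positive control wells; some compounds called inactive have numbers as strong as hits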
DENV2 CPE – inhibitors of DENV2 cytopathic effect, primary screen, cell-based, plate reader, single concentration. AID 651640, 2012. 350,000 tested, 1.7% active. CPE inhibition, % at 9.99 µM. DENV2-infected cells, cytopathic effect rescue; in the data active = CPE inhibition above about 20%, passing the limit was not always enough; inconclusive = no clear call, values can overlap the other calls; tested in BHK-21 cells;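 note: 0% = median of neutral control wells and 100% = median of positive control wells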
CFTR F508del cor – F508del CFTR correction, initial screen, CFBE line, single point; activity (quench increase), % at 7.58 µM; CFBE cells, YFP halide quenching; stimulated with forskolin plus potentiator P3; % fluorescence drop versus neutral controls; AID 720511, 2013; 350,000 tested, 0.36% active;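 active = mean added fluorescence quench of at least 8% versus neutral control, with both replicates also reaching 8%; inconclusive = only one of the mean or replicate conditions met; inactive = mean below 8% and not both replicates reaching 8%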;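 note: cells transiently co-express mutant CFTR-F508del with the halide-sensitive YFP; corrector assay measuring rescue of mutant channel to the surface after 24 h compound exposure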
RAD52 anneal inh – RAD52 DNA annealing inhibitors, primary screen, biochemical, FRET, single point, set 2; DNA repair protein RAD52 homolog (Homo sapiens), P43351; recombinant RAD52 DNA annealing, FRET fluorescence; inhibition, % at 18.7 µM; 360,000 tested, 0.46% active; AID 651710, 2012;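 active = every replicate showing at least 50% inhibition; inconclusive = mean inhibition at least 50% but not in every replicate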
XiGFP reactiv – activators of inactive X chromosome reactivation, primary screen, imaging, XiGFP fibroblasts, GFP high-content imaging, set 2; XiGFP mouse fibroblasts, % GFP-positive cells imaging, 3 d; cells co-treated with 5-aza-dC sensitizer; scaled so ellipticine positive control = 100%; 360,000 tested, 0.055% active; AID 743238, 2013; activation, % at 7.58 µM;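 active = mean normalized replicate activation at least 10% and every replicate at or above 10%; inconclusive = only one of the two criteria met; inactive = mean below 10% and not all replicates reach 10%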;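 note: 0% = median of on-plate neutral control wells and 100% = ellipticine 6 µM median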
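Assay system – SV40-immortalized XiGFP fibroblast cells, line 68-5-11 · Buffer or medium – DMEM supplemented with 5-aza-dC as sensitizing agent · Dosing – one concentration, pinned · Benchmarks – positive control ellipticine, 6 µM final · Times – 3 days compound exposure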
Active calls of the source: *; u = inconclusive; x = no result given.

Molecule	RAD54 inh	CFTR F508del cor	E-sel inducer	DENV2 CPE	RAD52 anneal inh	CASP6 VEID inh	INS-1E GSIS act	XiGFP reactiv
Cc1ccc(S(=O)(=O)NCCS(=O)(=O)N2CCN(c3ccc(F)cc3)CC2)cc1	-2.4	-2.1	0.0	-10.6	-5.1	3.3	-10.6	0.1
CC(=NCc1ccccc1)c1ccc(O)cc1O	-2.0	x	x	0.3	-6.3	-3.3	x	0.0
COCC#Cc1ccc([C@H]2[C@H]3CN(C(=O)NC4CCCC4)CCCCN3[C@H]2CO)cc1	-0.2	-1.3	0.0	4.8	-13.3	-3.7	-7.1	0.0
Cc1cc(C)cc(N2C(=O)C3CCCN3C2=S)c1 (stereo not given)	-1.1	-1.2	x	0.1	3.5	1.1	-8.6	0.0
CCS(=O)(=O)N1CCCCN2[C@H](CO)[C@@H](c3ccc(-c4ccccc4)cc3)[C@@H]2C1	1.3	0.2	0.2	13.6	-48.0	0.4	1.6	0.1
COc1ccc2c3c([nH]c2c1)[C@H](CO)N(Cc1ccc(F)cc1)CC31CCN(C)CC1	x	-2.0	0.0	1.3	3.4	0.0	-3.9	0.2
COCCNC(=O)/C(C#N)=C/C(C)=C/c1ccccc1	x	x	-0.1	3.5	-19.1	0.7	8.3	0.0
Cn1c(=O)c(C(=O)CN2CCN(Cc3ccc4c(c3)OCO4)CC2)c(N)n(Cc2ccccc2)c1=O	x	2.0	0.1	0.4	-11.7	-0.5	-14.9	-0.1
O=C(Nc1nccs1)[C@H]1[C@H](CO)[C@H]2Cn3c(cccc3=O)[C@@H]1N2C(=O)C1CCCC1	2.3	x	0.1	18.2	-6.1	-3.2	2.2	0.0
COc1cccc(CNC(=O)C2CC(=O)N(C3CCCCCCC3)C2)c1 (stereo not given)	-14.6	2.7	x	-2.5	-1.3	1.3	-6.4	0.1
O=C(C[C@@H]1CC[C@H]2[C@@H](COC[C@H](O)CN2C(=O)Nc2ccc(F)cc2)O1)NCCc1ccncc1	5.6	1.8	-0.1	-6.2	2.2	-1.9	2.1	0.0
Cc1cccc(NC(=S)N(C)Cc2cn(C)c3ccccc23)c1	-3.9	0.1	x	-16.2	-24.8	-0.5	5.8	0.0
COc1cccc(S(=O)(=O)N2CC[C@H]3[C@H](CO)Nc4ccc(C#Cc5cccnc5)cc4[C@H]32)c1	x	2.3	-0.3	8.0	14.8	-0.6	0.3	0.1
O=C(C1CCCC1)N1CC2(C1)[C@@H](c1ccccc1)[C@@H](CO)N2C(=O)c1cccnc1	x	1.4	0.0	10.6	-14.2	0.6	-1.6	0.0
Cc1ccsc1C(=O)OCC(=O)N(C)c1c(N)n(Cc2ccccc2)c(=O)[nH]c1=O	2.5	-1.2	-0.2	-2.8	-4.5	3.5	-0.2	0.1
COc1ccc(CCNc2ncnc3sccc23)cc1OC	x	-1.4	-2.6	6.8	-8.4	-1.3	-53.3	0.1
CC1CCN(c2c(NCC3CCC(C(=O)NCCc4ccccc4)CC3)c(=O)c2=O)CC1 (stereo not given)	9.4	0.5	-0.2	-7.8	-14.6	-0.4	-6.2	0.0
O=C(CSc1nc(=O)n2ccccc2n1)OCc1ccccc1	0.3	-0.6	-0.3	7.0	-27.8	2.7	1.4	0.0
CC(=O)Nc1cccc(NC(=O)c2ccc3c(c2)CCN3S(C)(=O)=O)c1	0.3	3.4	0.0	-4.4	-12.3	1.6	0.3	-0.1
COC(=O)c1ccc(NC(=O)C(=O)N2CCN(C(=S)Nc3ccccc3OC)CC2)cc1	2.7	x	-0.3	x	x	x	3.6	0.0
CCOC(=O)C1(Cc2cccc(OC)c2)CCCN(Cc2cc(OC)c(O)c(OC)c2)C1 (stereo not given)	-3.6	1.1	x	-1.4	-4.5	-1.7	1.4	0.1
COc1cccc(OC)c1NC(=O)c1ccc(-c2cc(Cl)ccc2Cl)o1	-2.1	4.8	x	-1.3	-7.3	-6.1	-8.7	0.2
Cc1ccc(-c2ccc3c(c2)O[C@@H](CN(C)Cc2cncnc2)[C@H](C)CN([C@@H](C)CO)S3(=O)=O)cc1	0.6	-1.7	-0.1	u	-3.6	-0.8	-4.0	-0.2
Cc1nc2sc(C(=O)Nc3ccccc3)c(N)c2c(C)c1[N+](=O)[O-]	x	2.7	x	-8.4	-11.8	0.5	-9.3	-0.2
Cc1noc(C)c1NC(=O)Nc1ccc2c(c1)C(=O)N([C@@H](C)CO)C[C@@H](C)[C@H](CN(C)C(=O)Nc1c(C)noc1C)OCCCC[C@H](C)O2	-4.9	0.7	-0.3	9.6	-0.4	1.0	20.3	0.1
CCn1c(CN2CCN(c3cccc(C)c3C)CC2)n[nH]c1=S	x	x	x	-0.3	-9.0	-2.2	-1.2	0.0
CC(C)N=C1NN=C(c2ccc(Cl)c(Cl)c2)CS1	x	1.4	x	-2.8	-20.9	3.0	-5.1	0.7
CCc1ccc(NC(=O)Nc2ccc3c(c2)CCC3)cc1	4.5	2.9	0.1	-7.7	-11.2	1.0	-9.0	0.3
Nc1nc2ncccn2c1-c1ccc(F)cc1	x	0.2	-0.4	1.1	-15.1	-0.6	11.9	0.3
Cc1ccc2nc(NC(=O)c3ccccc3F)sc2c1	7.3	0.8	x	-9.0	-10.5	-0.6	2.7	0.0

Entries of single compounds as entered above. Order of screens: RAD54 inh	CFTR F508del cor	E-sel inducer	DENV2 CPE	RAD52 anneal inh	CASP6 VEID inh	INS-1E GSIS act	XiGFP reactiv
Nc1nc2ncccn2c1-c1ccc(F)cc1 is listed with x	0.2	-0.4	1.1	-15.1	-0.6	11.9	0.3
COc1cccc(CNC(=O)C2CC(=O)N(C3CCCCCCC3)C2)c1 (stereo not given) is listed with -14.6	2.7	x	-2.5	-1.3	1.3	-6.4	0.1

Carrying on:
Molecule	RAD54 inh	CFTR F508del cor	E-sel inducer	DENV2 CPE	RAD52 anneal inh	CASP6 VEID inh	INS-1E GSIS act	XiGFP reactiv
CO[C@@H]1CN(C)C(=O)c2ccc(NC(=O)C3CC3)cc2OC[C@@H](C)N(C(=O)CN2CCOCC2)C[C@@H]1C	-2.7	-1.5	0.1	1.6	-6.6	0.8	6.7	0.1
O=c1c2sccc2nc(SCc2cc(=O)n3cc(Br)ccc3n2)n1Cc1ccccn1	x	1.5	2.0	x	-29.0	-0.3	0.2	0.3
O=C(NNC(=S)NC(=O)c1ccco1)c1ccc(F)cc1	x	0.3	x	-7.2	-15.4	-6.0	x	0.2
Cc1cc(Cl)c(S(=O)(=O)Nc2cc(S(=O)(=O)N3CCOCC3)ccc2F)cc1OCC(N)=O	x	1.4	3.2	-6.4	-10.7	2.6	-1.4	-0.3
O=C(Nc1ccc(N2CCOCC2)nc1)c1c(F)cccc1F	-11.5	-1.4	6.0	3.6	-15.5	-1.9	-14.9	0.4
CSc1ccccc1NC(=O)Cn1nc([N+](=O)[O-])cc1C	x	-2.4	x	-0.4	-15.7	1.9	12.6	0.3
COc1cccc(Nc2ncnc3nc[nH]c23)c1	-9.3	-2.4	0.1	4.2	-28.2	-3.7	20.6	0.0
CN(C)CC(=O)N[C@H]1C=C[C@H](CC(=O)NCc2ccccc2F)O[C@H]1CO	4.3	-4.8	-0.6	-1.4	-8.2	-4.4	-4.8	0.0
COc1ccc(OC)c(NC(=O)C2(C)CCN2Cc2ccccc2OC(F)F)c1 (stereo not given)	-11.2	2.4	0.0	-1.6	1.3	0.9	10.0	-0.1
COC(=O)C1=C(C)NC(=O)/C1=C/c1ccc(CNS(=O)(=O)c2ccc(C)cc2)o1	x	-4.2	x	-6.5	-31.6	11.5	0.7	0.0
COc1cccc(-c2nc(CCl)cs2)c1	10.0	-0.2	0.2	3.2	-29.6	-4.1	-0.9	0.0
CCCNC(=O)N1CCC2(CC1)CN(C(=O)CC)[C@@H](CO)c1[nH]c3cc(OC)ccc3c12	x	-2.5	0.4	-1.2	-1.6	0.9	14.0	0.3
O=C(C[C@@H]1CC[C@H](NC(=O)C2CCC2)[C@H](CO)O1)NCC1CC1	1.4	-2.0	-0.3	-5.3	-4.1	1.8	2.6	-0.3
CCn1cc(/C=C(\NC(=O)c2ccc(OC)c(OC)c2)C(=O)NCCN2CCOCC2)c2ccccc21	x	2.4	-0.1	5.3	-21.1	2.4	9.5	0.0
CCC(=O)N1C[C@@H](C)[C@@H](OC)CN(C)C(=O)c2cc(NC(=O)NC(C)C)ccc2OC[C@@H]1C	8.2	-1.6	-0.2	-2.6	-3.0	-0.2	3.7	0.1
CN(C)c1ccc(NC(=O)c2cnsn2)cc1	3.2	-0.8	0.7	5.3	-11.4	-0.9	3.4	0.0
O=C(NCc1ccccc1)c1ccc(-c2ccccc2F)o1	-5.5	-0.7	x	7.6	-18.3	1.3	-10.2	x
CC(C)NC(=O)Nc1cccc2c1O[C@@H](CN(C)S(=O)(=O)c1ccccc1)[C@@H](C)CN([C@@H](C)CO)C2=O	5.6	1.8	-6.1	1.1	9.6	-1.2	11.6	-0.7
CCOC(=O)C1(CCOC)CCN(Cc2cnc(-c3cccc(C)c3)nc2)CC1	x	1.2	x	5.7	-14.8	-0.1	2.2	0.0
C=CCN(CC=C)C(=S)NC(=O)Cc1cccc2ccccc12	x	-1.4	0.4	1.1	-12.9	1.6	-13.8	0.0
COc1ccc(NC(=O)c2ccc(Cl)c(S(=O)(=O)NCC3CCCO3)c2)c(OC)c1 (stereo not given)	4.7	1.0	0.4	6.0	-8.0	-4.0	0.5	0.1
C[C@@H]1CCCCO[C@H](CN(C)S(=O)(=O)c2cccs2)[C@H](C)CN([C@H](C)CO)C(=O)c2cc(NC(=O)C3CCCCC3)ccc2O1	-0.3	-3.8	0.4	-1.2	-1.5	-1.4	-23.8	-1.1
CCOC(=O)C1=C(COC(=O)/C=C/c2ccc(OC)cc2OC)NC(=O)NC1C (stereo not given)	2.2	-0.1	2.4	-3.7	-19.6	-0.6	8.8	-0.1
Cc1cccc(NC(=O)C2CCCN(S(=O)(=O)c3cccc4cccnc34)C2)c1 (stereo not given)	2.4	1.8	0.0	-4.3	-11.5	1.8	-8.6	0.4

Copied from the list:
COCC#Cc1ccc([C@H]2[C@H]3CN(C(=O)NC4CCCC4)CCCCN3[C@H]2CO)cc1 | XiGFP reactiv = 0.0
O=C(Nc1ccc(N2CCOCC2)nc1)c1c(F)cccc1F | XiGFP reactiv = 0.4

An excerpt of the results above, as a working copy:
Molecule	RAD54 inh	CFTR F508del cor	E-sel inducer	DENV2 CPE	RAD52 anneal inh	CASP6 VEID inh	INS-1E GSIS act	XiGFP reactiv
CO[C@@H]1CN(C)C(=O)c2ccc(NC(=O)C3CC3)cc2OC[C@@H](C)N(C(=O)CN2CCOCC2)C[C@@H]1C	-2.7	-1.5	0.1	1.6	-6.6	0.8	6.7	0.1
O=c1c2sccc2nc(SCc2cc(=O)n3cc(Br)ccc3n2)n1Cc1ccccn1	x	1.5	2.0	x	-29.0	-0.3	0.2	0.3

Screens from PubChem.
